Bioassay records (PubChem)
CYP2C19 inhib – blocks human cytochrome P450 2C19. inhibition, % at 5 µM. CYP2C19 Supersomes, luciferin-H EGE luminescence, 30 min. P33261. AID 778. 96,000 compounds, 21% hits;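 active = CYP2C19 inhibition above a set limit at 5 µM in the primary screen, cut at about 50% in these data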;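 note: plate controls were negative control wells for no effect and 2.5 mM tranylcypromine positive control for full effect; values of inactives mirror those of a sister screen read the other way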
CYP2C19 activ – increases human CYP2C19 enzyme activity; recombinant CYP2C19, luciferin-H EGE luminescence; hits give high values; 0 = fully inhibited enzyme, 1 = untreated enzyme; activation factor at 5 µM; 96,000 tested, under 10 active; AID 1025;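 active = activation factor of at least 2 at 5 µM in the primary screen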;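 note: 0 = wells with 2.5 mM tranylcypromine and 1 = vehicle-only wells; values of inactives mirror those of a sister screen read the other way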
EphB4 ephrin blk – antagonists of human EphB4-ephrin-B2 interaction | 97,000 compounds, 0.15% hits | inhibition, % at 7 µM | P54760 | EphB4 LBD / TNYL-RAW-Alexa532 peptide, fluorescence polarization | AID 720;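 active = inhibition above the screen-wide mean inhibition plus 3 SD, cut at about 15% in these data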;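 note: 0% = DMSO wells and 100% = excess unlabeled TNYL-RAW peptide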
Target sequence (P54760 whole entry, looked up, the tested form may be a part): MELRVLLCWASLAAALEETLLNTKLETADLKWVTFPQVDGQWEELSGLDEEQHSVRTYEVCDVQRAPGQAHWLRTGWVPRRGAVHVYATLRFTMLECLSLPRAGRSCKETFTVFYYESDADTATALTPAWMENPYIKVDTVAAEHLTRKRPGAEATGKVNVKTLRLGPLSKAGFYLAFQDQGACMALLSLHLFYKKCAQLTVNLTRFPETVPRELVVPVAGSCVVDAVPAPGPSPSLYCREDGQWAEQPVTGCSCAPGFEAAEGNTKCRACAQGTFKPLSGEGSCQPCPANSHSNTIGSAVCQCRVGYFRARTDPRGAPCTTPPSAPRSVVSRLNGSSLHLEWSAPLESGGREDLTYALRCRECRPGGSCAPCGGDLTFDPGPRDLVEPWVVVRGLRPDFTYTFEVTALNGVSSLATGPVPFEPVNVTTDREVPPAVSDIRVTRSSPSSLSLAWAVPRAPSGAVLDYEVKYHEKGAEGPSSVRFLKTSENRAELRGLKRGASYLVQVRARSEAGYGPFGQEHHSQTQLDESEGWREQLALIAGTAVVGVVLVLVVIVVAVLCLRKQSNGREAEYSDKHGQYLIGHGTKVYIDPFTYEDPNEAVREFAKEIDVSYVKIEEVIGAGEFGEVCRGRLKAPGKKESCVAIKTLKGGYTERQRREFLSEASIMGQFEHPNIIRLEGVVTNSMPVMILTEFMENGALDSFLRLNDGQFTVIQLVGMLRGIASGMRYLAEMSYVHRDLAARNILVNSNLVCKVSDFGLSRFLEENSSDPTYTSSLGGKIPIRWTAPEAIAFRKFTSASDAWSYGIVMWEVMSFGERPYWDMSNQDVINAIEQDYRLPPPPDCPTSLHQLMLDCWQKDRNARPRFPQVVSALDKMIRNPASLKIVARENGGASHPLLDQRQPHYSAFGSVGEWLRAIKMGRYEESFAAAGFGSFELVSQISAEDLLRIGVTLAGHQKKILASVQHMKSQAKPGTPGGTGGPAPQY
CYP2C9 inh – inhibitors of human CYP2C9. P11712. CYP2C9 Supersomes, luciferin-H conversion, luminescence. inhibition, % at 5 µM. 96,000 compounds, 20% hits. AID 777;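 active = blocking of liver enzyme CYP2C9 beyond about 50% at 5 µM, limit read from the data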; note: values of inactives mirror those of a sister screen read the other way
PLK1 inh – PLK1 (human) kinase inhibition | P53350 | recombinant PLK1 kinase, TR-FRET peptide phosphorylation | inhibition, % at 10 µM | 97,000 compounds, 0.53% hits | AID 619;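 active = inhibition of 50% or more in the single-concentration screen; inactive = inhibition below 50%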;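 note: 0% = DMSO max control and 100% = H-89 dihydrochloride min control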
PLAP act – activates human placental alkaline phosphatase | purified PLAP enzyme, luminescent substrate read-out; hits give high values | activation fold at 20 µM | 96,000 compounds, 1.2% hits | AID 696; in the data active = activation fold above about 2
HIV Rev-RRE inh – inhibitors of HIV-1 Rev-RRE RNA interaction. P05866. Rev peptide-RRE RNA binding, FRET. inhibition, % at 8 µM. 97,000 compounds, 0.79% hits. AID 704;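 active = inhibition above the screen-wide mean plus 3 SD, cut at about 35% in these data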;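 note: 0% = median DMSO wells and 100% = median Neomycin B control wells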
Target sequence (P05866 whole entry, looked up): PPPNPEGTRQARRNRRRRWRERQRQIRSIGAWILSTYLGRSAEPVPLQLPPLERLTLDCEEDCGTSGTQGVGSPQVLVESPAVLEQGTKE
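assay system = Cy5-tagged RRE RNA duplex with fluorescein-tagged Rev peptide | incubation = 5 + 15 min at 25 °C | also added = labelled Rev peptide | measure = % inhibition of FRET ratio versus controls | benchmarks = DMSO wells as 0% and neomycin B wells as 100% inhibition | measured by = FRET fluorescence readout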
CYP2C9 act – activators of human CYP2C9; recombinant CYP2C9, luciferin-H conversion, luminescence; hits give high values; factor 1 = untreated enzyme, 0 = blocked; 96,000 compounds, 1.4% hits; activation factor at 5 µM; AID 1024; P11712;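 active = activation factor of 2 or more for CYP2C9 at a 5 µM dose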;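 note: 0 = sulfaphenazole-blocked wells and 1 = vehicle-only wells; values of inactives mirror those of a sister screen read the other way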
PLK1 PBD inh – blocks phosphopeptide binding to human Plk1 polo box domain; P53350; Plk1 PBD phosphopeptide binding, fluorescence polarization; inhibition, %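 (tested at about 20 µM)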; 97,000 compounds, 0.13% hits; in the data active = inhibition above about 34%, passing the limit was not always enough
* marks the source's active call; other numbers are inactive results; . = no result given.

SMILES	CYP2C19 inhib	CYP2C19 activ	EphB4 ephrin blk	CYP2C9 inh	PLK1 inh	PLAP act	HIV Rev-RRE inh	CYP2C9 act	PLK1 PBD inh
Cc1cccc(-n2nc(C)cc2N)c1	-6.5	1.1	-6.7	-12.7	-5.6	1	5.3	1.1	-19.4
COc1cccc(O[C@@H]2O[C@@H]3COC(C)(C)O[C@H]3[C@H](O)[C@H]2NC(C)=O)c1	.	.	-0.1	.	-10.7	.	7.9	.	-37.6
O=C(NCc1ccc(Cl)cc1)c1cnn2ccccc12	76.3*	0.2	0.7	-3.6	1.8	1	0.3	1	2.1
CC(C)OCCCNC(=O)C(=O)NCCCOC(C)C	-8.7	1.1	5.0	-11.7	-4.0	1	3.2	1.1	-15.7
CCn1nc(NS(=O)(=O)c2ccccc2)c2cc3cccc(C)c3nc21	9.0	0.9	2.9	78.8*	-10.5	1	9.1	0.2	-4.8
Cc1ccccc1-c1nnc(-c2ccccc2)o1	43.9	0.6	.	37.9	.	1	.	0.6	.
O=S(=O)(Cc1ccccc1)N1CCCCCC1	66.0*	0.3	-4.5	-4.7	-19.6	0.9	0.1	1	5.1
COc1cc(=O)n(C)c2cc(N(C)C)ccc12	-2.5	1	10.2	0.4	-8.0	0.9	10.7	1	-5.9
COc1ccc(C2CC(=O)c3c(C)nc(N4CCN(c5ccccc5)CC4)nc3C2)cc1 (stereo unspecified)	21.4	0.8	-13.8	42.0	-78.6	1.5	7.7	0.6	-24.0
COc1cccc(C(=O)N(Cc2cc3cc(C)ccc3[nH]c2=O)C(C)C)c1	11.0	0.9	0.3	-13.4	-19.1	1.2	1.6	1.1	-3.7
CC(Sc1nc2c(c(=O)n(C)c(=O)n2C)n1Cc1cc2c(cc1Cl)OCO2)C(=O)O (stereo unspecified)	-8.7	1.1	2.4	24.9	-6.3	1.6	3.3	0.8	22.1
CCOC(=O)C(C(=O)Nc1cccc(C)n1)C1CCCCC1 (stereo unspecified)	80.4*	0.2	-11.2	82.3*	0.3	1.2	3.0	0.2	11.5
COc1cccc(C(=O)Oc2c(CN3CCOCC3)cc(Cl)c3cccnc23)c1	62.8*	0.4	8.4	91.1*	1.1	2.6*	10.8	0.1	-2.4
COn1c(-c2ccccc2)nc2c1CCc1nonc1-2	29.1	0.7	-0.6	18.0	-11.8	1	4.0	0.8	14.1
COc1ccccc1NC(=S)NNC(=O)c1cc(C)n(C)n1	41.3	0.6	-1.3	11.3	-7.0	2.8*	1.3	0.9	1.9
O=C(Cn1ccc2ccccc2c1=O)Nc1ccc2c(c1)OCO2	18.0	0.8	0.1	10.8	-10.4	1.1	2.9	0.9	14.9
COc1ccc(CC(=O)N2CC(=O)N(CCc3ccccc3)C(=O)C2)cc1	26.5	0.7	1.3	0.5	-12.6	1.2	5.5	1	6.1
CC1=C(C(=O)Nc2ccccc2)C(c2ccc(C)o2)n2ncnc2N1 (stereo unspecified)	-0.7	1	.	2.1	.	0.9	.	1	.
COc1cccc(Nc2nnc(SCC(=O)N(CC(C)C)CC(C)C)s2)c1	32.3	0.7	3.4	37.0	-7.9	0.9	7.7	0.6	-7.2
CCOC(=O)C1=C(C)NC(C)=C(C(=O)OCC)C1C(=O)OC1CCOC1=O (stereo unspecified)	27.6	0.7	-0.7	-3.6	-4.4	1.1	-0.8	1	-23.5
CCN(Cc1ccncc1)S(=O)(=O)c1ccc(C(C)=O)cc1	91.4*	0.1	.	86.9*	.	1.1	.	0.1	.
CCC(=O)N1CCN(c2ccc(Cl)cc2NC(=O)c2ccc3c(c2)OCCO3)CC1	25.7	0.7	-10.6	71.0*	-3.1	1.5	4.4	0.3	-4.0
Cc1occc1-c1nnc(SCC(=O)Nc2nc(C(C)(C)C)cs2)o1	-13.4	1.1	-11.3	25.9	11.9	1	8.9	0.7	-28.7
C/C=C/c1ccc(OCCCCn2cncn2)c(OC)c1	75.2*	0.2	-4.9	47.2	-11.7	1.2	3.8	0.5	-20.5
CCN1CCN(Cc2ccc(NC(=O)Nc3ccccc3OC)cc2)CC1	-5.6	1.1	.	6.3	.	1.6	.	0.9	.
COc1ccc2c(c1)-c1ccccc1S(=O)(=O)N2C(C)=O	13.7	0.9	-3.4	14.3	-13.5	1.1	0.3	0.9	-23.9
COc1cccc(NC(=O)C2CCN(Cc3cnn(-c4ccccc4)c3-n3cccc3)CC2)c1	17.6	0.8	9.3	67.2*	-1.0	4.6	12.3	0.3	-11.5
Cc1cccc(C)c1-n1c(SCC(=O)NCc2ccco2)nc2ccccc2c1=O	44.4	0.6	5.2	32.0	-5.0	0.9	7.1	0.7	-12.6
C=CCNC(=O)CCCOc1cccc(C)c1	17.5	0.8	-3.0	-3.3	-9.9	1	2.0	1	29.0
COc1ccc(Nc2nc(C(C)(C)C)nc3c2nnn3Cc2ccccc2Cl)cc1OC	.	.	-2.3	.	-14.6	.	8.6	.	2.3
COc1ccccc1-n1c(SCC(N)=O)nc2c(c1=O)SCC2	2.2	1	9.1	10.8	-10.5	1	8.9	0.9	-6.8
O=C(O)c1ccccc1C(=O)OCCCCOC(=O)c1ccccc1C(=O)O	-6.1	1.1	.	5.4	.	1.2	.	0.9	.
CCCN(C(=O)Cc1nc(N)n[nH]1)C1(C(=O)Nc2c(C)cccc2C)CCCCC1	-0.2	1	.	8.7	.	1.4	.	0.9	.
CCC(=NC1CC(C)(C)NC(C)(C)C1)C1=C(O)CC(C)(C)CC1=O	3.6	1	-1.5	13.4	-10.9	1.1	1.3	0.9	-4.3
C/C(=N\NC(=O)c1nn(C)cc1Br)c1cccc(NC(=O)C(C)(C)C)c1	9.9	0.9	2.7	-19.5	-17.2	1	3.0	1.2	-2.4
CCCCn1cnc2c(cnn2-c2ccc(Cl)cc2)c1=O	.	.	4.4	.	-9.6	.	7.4	.	-11.6
Cc1ccc(-c2cc(C(=O)NCc3cccs3)no2)cc1	-12.7	1.1	-2.3	-4.1	-4.5	0.8	-3.2	1	2.3
COC(=O)c1ccccc1NC(=O)Cn1cc2c(n1)CCC(C)C2 (stereo unspecified)	12.7	0.9	.	60.6*	.	0.9	.	0.4	.
CCn1cc(C(=O)NCc2ccc3c(c2)OCO3)c(=O)c2cc(S(=O)(=O)N3CCOCC3)ccc21	15.7	0.8	1.9	40.2	-0.8	1.5	9.5	0.6	-1.2
Cc1ccc2nc(NC(=O)c3cccc(-c4cc5ccccc5oc4=O)c3)sc2c1	7.1	0.9	-8.1	15.3	-21.1	1.1	3.1	0.8	8.1
COc1ccccc1N1CCN(C(=O)c2c(-c3ccccc3Cl)noc2C)CC1	93.9*	0.1	-12.8	65.1*	3.2	1.5	-1.8	0.3	9.4
COc1nc(N)c(S(=O)(=O)c2ccc(C)cc2)cc1C#N	53.0*	0.5	5.3	53.1*	-1.5	0.7	17.7	0.5	20.5
COc1cc(OC)c(C2CC(=O)N3CN(C)CSC3=C2C#N)cc1OC (stereo unspecified)	-2.4	1	0.8	37.8	-7.4	1.5	3.6	0.6	-30.3
CCOc1ccccc1NC(=O)CCSc1nc2n[nH]c(C)c2c(=N)n1-c1ccccc1Cl	70.7*	0.3	.	76.8*	.	1.8	.	0.2	.
COc1ccc(CCNc2nc(C)nc3c2oc2ccccc23)cc1OC	48.8	0.5	0.5	37.2	-17.5	2*	4.9	0.6	15.8
O=C(NCCCN1CCOCC1)c1cc(-c2ccccc2)on1	14.4	0.9	4.4	-10.7	-8.3	1	7.5	1.1	-8.1
CCOC(=O)N1CCC(NS(=O)(=O)c2ccc3c(c2)OCC(=O)N3)CC1	1.1	1	3.9	1.9	0.4	0.9	5.9	1	4.3
COc1cccc(Nc2nc3ccccc3nc2-n2nc(C)cc2C)c1	-13.2	1.1	0.8	4.5	-1.0	0.9	22.9	1	6.1
c1ccc(-c2nn3c(-c4ccco4)nnc3s2)nc1	13.9	0.9	-8.8	2.4	2.1	0.9	2.5	1	0.6
O=C(Nc1ccc(S(=O)(=O)N2CCCC2)cc1)c1ccc(CN2CCOCC2)cc1	10.8	0.9	-7.5	.	-7.4	1.4	1.7	.	-11.5
O=C(COc1ccc(Cl)cc1Cl)NC(=S)N1CCCc2ccccc21	59.7*	0.4	10.7	61.7*	-14.2	1.4	6.5	0.4	-7.8
c1coc(-c2nnc(SCc3nc4ccccc4[nH]3)o2)c1	39.1	0.6	-1.8	28.3	-1.1	1	6.7	0.7	-3.2
CN(C)CCCNC(=O)CCc1nc2ccccc2c(=O)[nH]1	1.5	1	3.0	3.3	-2.0	1	3.7	1	17.0
Cc1noc(C)c1CSc1nnc(-c2ccncc2)n1-c1ccc(Cl)c(Cl)c1	83.8*	0.2	4.4	59.3*	-8.1	1.7	7.6	0.4	9.0
COc1cc2c(cc1OC)C(c1ccc3c(c1)OCO3)C1=C(CC(C)(C)CC1=O)N2 (stereo unspecified)	-0.1	1	-8.9	-2.2	-5.4	1.3	-0.2	1	-13.4
C=C(C)C(=O)Nc1cccc(C(C)=O)c1	-1.5	1	-3.9	1.4	-10.3	1.1	-0.3	1	16.5
Cn1nnnc1-c1cc(Br)ccc1NC(=O)c1ccccc1	7.9	0.9	0.4	6.9	0.7	1.1	10.4	0.9	9.2
COc1ccc(NC(=O)N(Cc2ccc(C)cc2)Cc2cccnc2)c(OC)c1	97.4*	0	-1.8	90.0*	-8.9	1.5	3.5	0.1	-10.7
COc1ccc(NC(=O)C2CCCN2C(=O)NCc2ccccc2)cc1OC (stereo unspecified)	.	.	6.2	.	-4.8	.	10.0	.	6.3
CCOC(=O)c1c(NC(=O)CSc2nnnn2-c2ccc3c(c2)OCCO3)sc(C)c1C	34.6	0.7	5.0	41.9	-10.6	1.3	8.5	0.6	-18.1

Overlap with the part before: 4 compounds, then new ones.
SMILES	CYP2C19 inhib	CYP2C19 activ	EphB4 ephrin blk	CYP2C9 inh	PLK1 inh	PLAP act	HIV Rev-RRE inh	CYP2C9 act	PLK1 PBD inh
Cn1nnnc1-c1cc(Br)ccc1NC(=O)c1ccccc1	7.9	0.9	0.4	6.9	0.7	1.1	10.4	0.9	9.2
COc1ccc(NC(=O)N(Cc2ccc(C)cc2)Cc2cccnc2)c(OC)c1	97.4*	0	-1.8	90.0*	-8.9	1.5	3.5	0.1	-10.7
COc1ccc(NC(=O)C2CCCN2C(=O)NCc2ccccc2)cc1OC (stereo unspecified)	.	.	6.2	.	-4.8	.	10.0	.	6.3
CCOC(=O)c1c(NC(=O)CSc2nnnn2-c2ccc3c(c2)OCCO3)sc(C)c1C	34.6	0.7	5.0	41.9	-10.6	1.3	8.5	0.6	-18.1
CCc1ccccc1NC(=O)C1C(c2ccccc2)C1(Cl)Cl (stereo unspecified)	45.2	0.5	4.2	-16.8	-5.7	0.8	12.4	1.2	30.9
O=C1C(Cc2ccccc2)C(c2ccccc2)N1c1ccccc1 (stereo unspecified)	-0.4	1	-4.1	-1.1	-8.0	0.9	10.9	1	-1.4
COC(=O)C(C)n1cnc2c(cnn2-c2ccc(Cl)cc2)c1=O (stereo unspecified)	9.7	0.9	-3.9	16.7	-3.0	0.8	0.9	0.8	1.1
COc1ccc(OCCOCC(O)CN2CCOCC2)cc1 (stereo unspecified)	6.3	0.9	5.0	-0.3	-7.6	1	7.5	1	-17.1
O=C(CSc1nnc(Cc2ccccc2)o1)NC1CCCCC1	52.3*	0.5	-3.4	12.3	-12.2	1.1	-0.4	0.9	8.2
Cc1cc(C)nc(SCc2nc3ccccc3n2C)n1	43.0	0.6	10.7	27.2	-3.5	0.8	7.5	0.7	-3.8
O=S(=O)(/N=C(\Nc1ccc(F)cc1)C(F)(F)F)c1ccccc1	-3.8	1	-1.2	55.9*	-8.4	1.1	5.6	0.4	-28.9
